Source: PubChem (The Scripps Research Institute Molecular Screening Center)
EBNA-1 inh – EBNA-1 DNA-binding inhibitors, primary screen, biochemical, fluorescence polarization | inhibition, % at 14.8 µM | 300,000 tested, 0.34% active | AID 1950, 2009; in the data active = inhibition above about 28%
LYPLA1 counter – LYPLA1 inhibitors, primary screen, counter-screen for PME1 inhibitor project, biochemical, fluorescence polarization, FP-Rh probe ABPP. Acyl-protein thioesterase 1 (Homo sapiens), O75608. AID 2174, 2009. 320,000 tested, 0.16% active. inhibition, % at 5.9 µM. recombinant LYPLA1;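 active = inhibition above the mean of all tested compounds plus 3 SD, set per campaign, cut at about 14% in these data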;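 also: inhibitors block serine hydrolase probe labeling of LYPLA1 so polarization falls; 0% = enzyme with DMSO and 100% = wells lacking LYPLA1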
Target sequence (O75608 whole entry, looked up): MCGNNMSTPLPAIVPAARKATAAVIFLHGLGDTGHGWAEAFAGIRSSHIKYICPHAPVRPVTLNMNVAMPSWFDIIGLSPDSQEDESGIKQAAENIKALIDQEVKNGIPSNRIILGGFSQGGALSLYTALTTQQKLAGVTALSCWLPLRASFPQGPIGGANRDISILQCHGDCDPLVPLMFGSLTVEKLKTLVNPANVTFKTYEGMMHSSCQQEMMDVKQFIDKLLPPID
PAFAH2 inh – PAFAH2 enzyme inhibitors, primary screen, biochemical, fluorescence polarization, human; inhibition, % at 3.39 µM; AID 492956, 2010; Platelet-activating factor acetylhydrolase 2, cytoplasmic (Homo sapiens), Q99487; 340,000 tested, 0.99% active; recombinant PAFAH2, FP-rhodamine activity probe;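 active = inhibition above the mean over all tested compounds plus 3 SD, cut at about 30% in these data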;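 also: inhibitors block probe labeling of enzyme so polarization drops; 0% = enzyme with DMSO and 100% = wells lacking PAFAH2 protein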
PAFAH1B2 inh – PAFAH1B2 enzyme inhibitors, primary screen, biochemical, fluorescence polarization, human; Platelet-activating factor acetylhydrolase IB subunit alpha2 (Homo sapiens), P68402; inhibition, % at 3.39 µM; recombinant PAFAH1B2, FP-rhodamine activity probe; 340,000 tested, 1.2% active;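 active = inhibition above the mean of all tested compounds plus 3 SD, cut at about 24% in these data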;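 also: 0% = enzyme with DMSO and 100% = wells lacking PAFAH1B2; many of its hits are not listed in these tables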
ZTA DNA inh – blocks Epstein-Barr virus ZTA, an EBNA-1 counter-screen | P03206 | ZTA-DNA binding, fluorescence polarization | inhibition, % at 11 µM | 320,000 tested, 0.15% active; in the data active = inhibition above about 33%
Target sequence (P03206 whole entry, looked up): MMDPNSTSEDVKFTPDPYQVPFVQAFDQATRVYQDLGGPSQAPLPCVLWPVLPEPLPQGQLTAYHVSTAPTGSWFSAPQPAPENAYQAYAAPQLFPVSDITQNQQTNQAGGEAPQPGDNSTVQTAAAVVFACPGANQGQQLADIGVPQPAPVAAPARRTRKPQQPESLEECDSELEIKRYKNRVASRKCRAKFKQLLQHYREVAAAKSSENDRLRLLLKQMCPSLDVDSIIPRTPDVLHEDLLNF
PREPL inh – PREPL enzyme inhibitors, primary screen, biochemical, fluorescence polarization. Prolyl endopeptidase-like (Homo sapiens), Q4J6C6. recombinant PREPL, fluorescence polarization activity-based probe. inhibition, % at 5.96 µM. 320,000 tested, 0.68% active. AID 2751, 2010; in the data active = inhibition above about 43%;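 also: 0% = enzyme with DMSO and 100% = wells lacking enzyme; many of its hits are not listed in these tables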
PAFAH1B3 FP inh – PAFAH1B3 enzyme inhibitors, primary screen, biochemical, fluorescence polarization, human | AID 492972, 2010 | 340,000 tested, 0.28% active | Platelet-activating factor acetylhydrolase IB subunit alpha1 (Homo sapiens), Q15102 | inhibition, % at 3.39 µM | recombinant PAFAH1B3, FP-rhodamine probe;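 active = inhibition above the screen-wide average of all tested compounds plus 3 SD, cut at about 25% in these data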;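 also: 0% = enzyme with DMSO only and 100% = wells lacking PAFAH1B3 protein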
Target sequence (Q15102 whole entry, looked up): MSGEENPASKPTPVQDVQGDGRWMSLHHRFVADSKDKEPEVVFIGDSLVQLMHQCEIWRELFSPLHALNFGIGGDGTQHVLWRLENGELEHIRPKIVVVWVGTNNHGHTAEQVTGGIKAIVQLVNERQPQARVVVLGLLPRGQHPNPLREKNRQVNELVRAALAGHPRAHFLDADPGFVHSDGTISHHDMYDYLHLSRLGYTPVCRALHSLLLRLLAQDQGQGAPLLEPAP
pPAFAH inh – pPAFAH enzyme inhibitors, primary screen, biochemical, fluorescence polarization, human | 330,000 tested, 1.5% active | Platelet-activating factor acetylhydrolase (Homo sapiens), Q13093 | recombinant pPAFAH, FP-rhodamine probe fluorescence polarization | inhibition, % at 3.39 µM;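 active = inhibition above the mean inhibition across the screen plus 3 SD, cut at about 25% in these data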;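 also: inhibitors block binding of the rhodamine activity-based probe so polarization drops; 0% = enzyme with DMSO and 100% = wells lacking pPAFAH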
LYPLA2 counter – LYPLA2 inhibitors, primary screen, counter-screen for PME1 inhibitor project, biochemical, fluorescence polarization, FP-Rh probe ABPP | Acyl-protein thioesterase 2 (Homo sapiens), O95372 | recombinant LYPLA2 | inhibition, % at 5.9 µM | 320,000 tested, 0.38% active | AID 2177, 2009;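 active = inhibition above the screen-wide mean plus 3 SD, limit set per campaign, cut at about 26% in these data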;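 also: 0% = LYPLA2 with DMSO and 100% = wells lacking LYPLA2 enzyme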
Target sequence (O95372 whole entry, looked up): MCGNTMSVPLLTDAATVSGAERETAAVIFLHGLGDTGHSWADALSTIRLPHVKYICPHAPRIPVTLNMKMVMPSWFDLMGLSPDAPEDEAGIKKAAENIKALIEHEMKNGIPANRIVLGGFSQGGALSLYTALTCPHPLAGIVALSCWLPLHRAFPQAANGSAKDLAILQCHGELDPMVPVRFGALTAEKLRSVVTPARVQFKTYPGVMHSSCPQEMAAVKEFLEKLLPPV
Numbers without * were called inactive; / = not tested or not shown.

SMILES	EBNA-1 inh	LYPLA1 counter	PAFAH2 inh	PAFAH1B2 inh	ZTA DNA inh	PREPL inh	PAFAH1B3 FP inh	pPAFAH inh	LYPLA2 counter
CCN(CCn1cccn1)Cc1nc(-c2ccc(OC)cc2)no1	1.6	0.9	-0.4	-2.7	4.7	0.8	8.0	5.8	0.3
CN(C)/C=N/c1nccc(-c2cccs2)n1	-5.4	-1.4	-6.2	1.6	3.7	-0.8	3.0	1.3	-0.4
CC(C)(C)c1csc(NC(=O)c2ccc3nccnc3c2)n1	-3.2	-8.2	-3.5	1.2	-16.2	8.9	10.0	1.5	-1.7
Cc1noc(C)c1S(=O)(=O)N(CC(=O)N1CCc2ccccc21)c1ccc(C(C)C)cc1	0.7	4.0	-2.2	2.3	-17.2	10.2	7.2	9.1	-3.1
COc1cccc(NC(=O)CSc2nnc(C)s2)c1	-12.6	-4.1	2.5	5.7	-14.4	-5.4	4.9	1.4	-1.9
O=C(CCN1C(=O)C2C3CCC(C3)C2C1=O)Nc1ccccc1C(F)(F)F (configuration not stated)	-3.7	-0.2	0.6	2.7	-0.8	1.2	-1.5	5.0	2.3
O=C(Nc1cccc(S(=O)(=O)N2CCCCC2)c1)c1ccc(N2CCCC2=O)cc1	/	-8.6	0.9	-1.8	2.4	-0.5	6.3	3.5	0.8
CNC(=S)Nc1cccc(-c2cnc3ccccc3n2)c1	3.3	2.0	4.7	2.2	-19.4	-33.1	10.3	5.1	5.7
O=C(COc1ccc([N+](=O)[O-])cc1)NNC(=O)Nc1ccccc1F	-5.3	-4.8	-4.3	-0.9	-9.4	11.5	-14.0	-1.2	3.1
O=C(NC1CC1)c1sc2ccccc2c1Cl	5.8	5.9	-0.5	0.5	-2.9	-2.1	3.4	4.0	-0.3
Cc1noc(C)c1S(=O)(=O)N1CCC(C(=O)N2CCN(c3ccc(F)cc3)CC2)CC1	-1.4	-2.2	/	/	-25.9	18.6	/	-6.8	-0.5
CC(=O)Nc1ccc(NC(=O)c2oc3cc(C)c(C)cc3c2C)cc1	-3.8	-2.8	-7.5	-0.9	-7.2	19.8	-6.4	9.8	-0.8
COc1ccc(CCC(=O)NCCNC(=O)CCc2ccc(OC)cc2)cc1	10.7	-1.5	4.3	3.1	11.7	-2.7	5.9	0.7	1.4
COc1ccccc1NS(=O)(=O)c1ccc2oc(SC3CCOC3=O)nc2c1 (configuration not stated)	6.3	-0.9	9.5	3.2	4.7	0.2	10.6	10.8	-8.4
O=C(NCc1ccc2c(c1)OCO2)c1sccc1Br	0.6	1.8	0.1	0.8	11.4	9.1	3.7	-4.7	4.4
CC1(C)Cc2c(ccc3ccccc23)C(c2cc3ccccc3oc2=O)=N1	3.1	-1.8	8.6	6.2	-12.6	-4.8	10.4	9.4	2.7
COC(=O)c1scc(C)c1NC(=O)/C=C/C(=O)O	2.5	3.4	6.7	0.9	6.0	2.2	6.5	1.7	-7.3
CC12CCC(C/C1=N\OC(=O)c1ccc(F)cc1)C2(C)C (configuration not stated)	-18.0	-1.8	14.8	4.8	2.6	-3.5	6.6	-0.9	-1.1
COc1ccc(N2CCN(c3nc(Cl)nc(N4CCOCC4)n3)CC2)cc1	-1.3	-0.9	6.6	2.4	4.8	18.8	5.5	-4.9	2.5
CCOC(=O)C1(Cc2cccc(OC)c2)CCN(Cc2ccc3c(c2)OCCO3)CC1	5.6	0.0	7.8	4.7	6.1	9.4	2.3	-0.5	1.1
Cc1ccc(C)c2nc(Cl)c(C3NC(=O)c4ccccc4N3)cc12 (configuration not stated)	-5.0	0.4	3.0	-7.7	4.5	-2.7	-1.0	0.2	2.6
Cc1cc(C)nc(Nc2n[nH]c(-c3ccccc3Cl)n2)n1	2.0	-0.5	0.0	6.4	4.0	0.1	5.1	2.9	0.2
Fc1ccc(NC(=S)NC2CC3CCC(C2)N3Cc2ccco2)cc1 (configuration not stated)	1.5	-3.3	0.0	4.6	22.9	4.5	4.6	0.1	-9.3
O=C(c1cc(-c2cccc(Cl)c2)on1)N1CCCC1	0.3	-6.6	-6.2	9.2	2.1	-3.2	0.9	7.6	-1.0
N#CCCCSc1nnc(-c2ccccn2)o1	-10.1	2.0	-7.9	-3.0	7.2	12.9	-2.1	-1.5	0.0
Cc1ccc(C2(c3ccccc3)NC(=O)N(CC(=O)NCc3ccco3)C2=O)cc1C (configuration not stated)	/	-1.8	-5.2	-0.7	-4.5	-6.6	2.3	-4.2	-3.0
Cc1cc(C)cc(NC(=O)c2nnn(Cc3cc(C)ccc3C)c2N)c1	-11.3	-16.1	-8.7	4.9	-17.4	0.2	-3.1	-9.4	-40.5
CN(C)CCCN1C(=O)c2cccc3cccc(c23)C1=O	4.8	0.7	0.2	4.9	1.2	-3.5	6.8	2.0	-0.4
CC1=CCC(C(=O)O)(C(=O)N/N=C/c2cccs2)C(c2ccc(F)cc2)C1 (configuration not stated)	7.0	0.6	-6.0	5.0	5.8	-3.7	0.8	-9.7	-0.3
Cn1nc(C(C)(C)C)cc1NC(=O)Nc1ccc(Cl)cc1	-2.9	0.8	/	/	-2.4	-2.2	/	1.3	-6.7
COc1ccc(C2CC(c3cccs3)=NN2S(C)(=O)=O)cc1 (configuration not stated)	-6.4	-0.3	3.2	4.3	1.2	-8.3	1.9	-3.4	4.1
CCOC(=O)/C=C1\SCC(=O)N1CC(=O)NC(C)c1ccccc1 (configuration not stated)	-3.1	1.0	0.4	-2.2	-7.7	14.1	6.1	1.0	3.3
COc1ccc(/C=C/C(=O)c2c(C)nc3ccccn23)cc1	69.5*	0.7	-1.5	6.0	-6.7	-1.4	7.5	6.1	10.0
NS(=O)(=O)c1ccc(CNC(=O)C2CCCN2C(=O)c2cccs2)cc1 (configuration not stated)	/	/	-2.5	7.5	/	2.6	3.8	-0.4	/
Cc1ccc(S(=O)(=O)N2CCN(C(=O)C3CC3C)CC2)c(C)c1 (configuration not stated)	1.1	1.5	2.9	0.5	2.6	-1.5	11.4	1.4	0.3
CCOc1cc(/C=C/c2cccc[n+]2C)ccc1O	-6.3	0.2	3.5	3.0	7.3	0.3	5.6	2.9	-2.2
O=C(CC1(O)C(=O)Nc2ccccc21)c1ccccc1 (configuration not stated)	-5.7	0.2	-3.5	-0.8	-0.3	-0.8	5.9	-1.5	1.6
Cc1cc(C(=O)Nc2nc(C)c(C(=O)N(C)C)s2)ccc1[N+](=O)[O-]	4.8	-1.4	5.0	-0.9	-13.2	16.3	-1.8	1.8	-0.2
CC(C)c1ccc(Nc2nnc(SCC(=O)c3nnc(-c4ccccc4)o3)s2)cc1	4.0	-18.9	1.3	21.1	-0.9	18.1	1.4	30.8*	-11.3
CCN(CC(=O)Nc1ccccc1C(F)(F)F)C(=O)c1cc2c(s1)CCCCC2	-7.4	1.8	-1.7	2.1	2.2	-4.2	7.2	6.2	3.5
COC(=O)[C@]1(C)N[C@H](CN(C)S(=O)(=O)c2ccccc2)[C@@H]2C(=O)N(Cc3ccccc3)C(=O)[C@@H]21	/	/	7.0	-1.7	/	31.4	6.4	-0.8	/
N#Cc1c(SCC(=O)Nc2nc3ccc(Br)cc3s2)sc2c(O)cc(=O)[nH]c12	18.9	-30.1	17.4	11.6	8.1	21.2	19.2	51.2*	-41.3
CC(NC(=O)c1ccccc1F)C12CC3CC(CC(C3)C1)C2 (configuration not stated)	0.7	3.6	8.4	26.7*	-32.8	13.6	10.5	6.2	7.9
COc1ccc(S(=O)(=O)CCc2nnc(NC(=O)c3ccc(F)cc3)s2)cc1	14.0	2.1	3.6	-0.8	0.5	-4.2	5.6	4.4	0.1
Cc1noc(C)c1C(=O)NC(C)C12CC3CC(CC(C3)C1)C2 (configuration not stated)	-7.9	0.1	-4.7	22.6	3.8	9.5	-3.3	-1.9	-0.1
COc1cc(OC)cc(-c2nc3nc(C)c(CCC(=O)NCc4ccco4)c(C)n3n2)c1	-3.3	-7.0	5.1	1.9	-11.2	3.3	8.9	-2.8	1.7
C/C(=N\NC(=O)c1ccc(O)cc1)c1cc2ccccc2o1	2.5	2.8	9.3	2.1	1.1	11.4	13.1	-6.8	2.6
Cc1cccc2c1N1C(=O)c3c(C(=O)O)cccc3C1CC2C (configuration not stated)	4.5	0.1	-0.2	-3.0	-0.4	-2.1	3.3	2.9	3.4
CCCCC(=O)Nc1sc(C(=O)N(CC)CC)c(C)c1C(=O)OC	6.3	-0.3	2.1	-0.3	12.5	0.8	7.9	5.9	1.9
Cc1[nH]n(-c2ccc(Cl)cc2)c(=O)c1/C=N/c1nnc(-c2ccccc2)s1	-11.3	0.6	0.4	0.8	-2.1	-2.5	-3.5	2.4	1.0
COc1cc(C2NC(=S)NC(O)(C(F)(F)F)C2C(=O)c2cccs2)cc(OC)c1O (configuration not stated)	-9.5	0.2	-14.7	0.8	-2.3	24.6	4.8	-6.5	0.4
COc1ccc(NC2=C(Cl)C(=O)N(c3ccccc3)C2=O)c(OC)c1	19.1	2.1	-3.4	0.1	2.9	-32.6	5.0	3.6	-1.0
O=C(O)c1ccc2c(c1)C(=O)N(c1cccc(S(=O)(=O)Nc3cccc(C(F)(F)F)c3)c1)C2=O	-2.0	-0.4	-2.4	0.7	-1.0	3.5	-0.3	4.4	-3.2
COc1cccc(C(=O)NC(C)c2ccc(-c3ccccc3)cc2)c1OC (configuration not stated)	3.4	-2.1	-20.5	-3.7	-15.3	-0.5	4.9	4.6	-4.2
COc1ccccc1NC(=O)c1cnc2n(c1=O)CCS2	9.9	-7.3	0.5	-4.5	10.2	1.5	3.2	1.1	-4.7
CC1CCCN(C(=O)Cn2nnc(-c3ccccc3F)n2)C1 (configuration not stated)	-3.5	4.0	2.8	-5.3	-18.1	10.5	6.0	-3.4	4.0
COc1ccc(C)cc1NC(=O)CCc1c(C)nn(-c2ccc(N3CCCCC3)nn2)c1C	-0.5	1.9	7.8	7.8	-6.9	7.2	6.4	4.5	6.1
Cc1cc(C)nc(Nc2ccccc2Cl)n1	1.5	3.7	-1.1	2.8	-16.8	-9.7	12.2	4.4	1.9
Cc1ccc(S(=O)(=O)NC(=O)c2cc(C)n(-c3ccc(N(C)C)cc3)c2C)cc1	-1.9	-0.2	4.3	-0.3	-0.5	7.5	2.8	4.0	0.8
Cc1cccc(C(=O)N/N=C/c2coc3ccccc3c2=O)c1	-4.7	-5.1	6.4	1.8	-8.9	0.3	9.2	3.7	-4.0
COc1cc(C(=O)Nc2nnc(SC)s2)c([N+](=O)[O-])cc1OC	-4.7	-3.1	7.5	-1.7	2.8	-1.6	8.4	1.6	3.4

2 compounds drawn at random from the list so far, as already listed:
SMILES	EBNA-1 inh	LYPLA1 counter	PAFAH2 inh	PAFAH1B2 inh	ZTA DNA inh	PREPL inh	PAFAH1B3 FP inh	pPAFAH inh	LYPLA2 counter
Cc1ccc(S(=O)(=O)NC(=O)c2cc(C)n(-c3ccc(N(C)C)cc3)c2C)cc1	-1.9	-0.2	4.3	-0.3	-0.5	7.5	2.8	4.0	0.8
C/C(=N\NC(=O)c1ccc(O)cc1)c1cc2ccccc2o1	2.5	2.8	9.3	2.1	1.1	11.4	13.1	-6.8	2.6

A portion of the library (hit frequency here may not be typical).
